Tn7 DDE FP = DD(E)-Tn7 binding inhibition, primary FP screen; P02675; FP displacement of FITC-Tn7 peptide from fibrin DD(E); 0% = median of compound wells per plate; inhibition, % at 8.3 µM; 370,000 tested, 0.13% active;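 active = inhibition above the mean of compounds falling within the control limits plus 3 SD of them, cut at about 14% in these data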;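 note: 0% = plate median of compound wells and 100% = 10 µM Aha-Tn7 peptide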
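Assay system: human fibrin DD(E). Input: DD(E) 2 µM final. Medium: Tris buffer with calcium and detergent, pH 7.8. Compound dosing: single point at 8.3 µM. Timing: 10 min plus 3 h, room temperature. Technique: fluorescence polarization of the labelled Tn7 tracer. Read-out: percent inhibition. Replicates: singlicate testing.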
PRMT1 FP inh = blocks human protein arginine methyltransferase 1; recombinant PRMT1, activity-based probe fluorescence polarization; inhibition, % at 2.79 µM; Q99873; 370,000 tested, 1.3% active;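 active = inhibition above about 21% made by adding two undisclosed values, limit read from the data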
LEDGF integ inh = blocks HIV-1 LEDGF/p75-dependent DNA integration; TR-FRET IN-LEDGF/p75 DNA integration, Eu/Cy5; inhibition, % at 3.7 µM; 370,000 tested, 0.64% active; AID 743269;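 active = inhibition above the screen-wide mean plus 3 SD, cut at about 13% in these data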;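 note: signal is the Cy5 over europium emission ratio at 671 and 618 nm; 0% = plate median of compound wells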
TDP2 absorb = blocks human TDP2 phosphodiesterase activity. inhibition, % at 12.8 µM. AID 720702. 370,000 tested, 0.34% active. recombinant TDP2, T5PNP hydrolysis, p-nitrophenol absorbance 415 nm. O95551;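 active = inhibition above the mean of all tested compounds plus 3 SD, set per campaign, cut at about 25% in these data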;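 note: 0% = DMSO with enzyme and 100% = buffer with substrate but no TDP2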
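Read-out basis: percent inhibition. System: recombinant human TDP2. Buffer or medium: Mg2+-containing Tris-HCl buffer, pH 7.5. Repeats: single replicate. Timing: reaction 2 h, 37 °C. Benchmarks: high control without enzyme, low control DMSO plus TDP2. Probe or stimulus: 5 mM T5PNP. Doses: 12.8 µM only. Measured by: epi absorbance of p-nitrophenol freed from T5PNP by hydrolysis.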
TCR CD3 inh = inhibitors of human TCR-CD3 interaction. 360,000 tested, 0.37% active. TAMRA-labeled TCR probe fluorescence, biochemical. AID 651800. inhibition, % at 9.4 µM; in the data active = inhibition above about 19%;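 note: recombinant mutant TCR 2C K166C tagged with TAMRA read by polarization; 0% = receptor in buffer alone and 100% = receptor with positive control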
UHRF1 MBD2 ctr = human UHRF1 methylated DNA binding inhibitors; Q96T88; UHRF1 binding to methylated oligo, TR-FRET; inhibition, % at 4.4 µM; 370,000 tested, 0.75% active; in the data active = inhibition above about 21%;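 note: UHRF1 SRA domain binding a hemimethylated CpG hairpin DNA probe; 0% = median of test compound wells and 100% = reference inhibitor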
Target sequence (Q96T88 whole entry, looked up, the tested form may be a part): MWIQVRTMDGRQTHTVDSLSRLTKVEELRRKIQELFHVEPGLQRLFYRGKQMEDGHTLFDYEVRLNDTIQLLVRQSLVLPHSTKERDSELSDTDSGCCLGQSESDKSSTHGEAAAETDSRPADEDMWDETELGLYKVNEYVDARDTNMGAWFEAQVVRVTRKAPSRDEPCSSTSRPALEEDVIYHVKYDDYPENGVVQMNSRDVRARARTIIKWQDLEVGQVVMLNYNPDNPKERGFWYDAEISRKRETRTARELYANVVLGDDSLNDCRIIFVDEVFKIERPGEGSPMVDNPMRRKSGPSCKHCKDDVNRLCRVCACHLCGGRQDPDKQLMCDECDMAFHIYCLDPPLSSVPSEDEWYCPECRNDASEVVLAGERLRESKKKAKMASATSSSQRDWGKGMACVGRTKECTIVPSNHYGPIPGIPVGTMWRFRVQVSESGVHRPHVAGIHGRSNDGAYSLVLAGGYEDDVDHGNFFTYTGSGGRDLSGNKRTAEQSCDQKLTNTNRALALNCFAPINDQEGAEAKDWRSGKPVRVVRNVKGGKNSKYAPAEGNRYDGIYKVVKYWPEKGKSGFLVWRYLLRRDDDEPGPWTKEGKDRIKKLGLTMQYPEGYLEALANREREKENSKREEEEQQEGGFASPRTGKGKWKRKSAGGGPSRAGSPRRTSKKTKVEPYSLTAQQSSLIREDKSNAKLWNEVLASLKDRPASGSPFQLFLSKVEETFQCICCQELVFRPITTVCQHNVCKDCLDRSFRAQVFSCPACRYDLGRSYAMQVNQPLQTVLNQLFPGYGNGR
Tn6 DDE FP = disrupts Tn6 cyclic peptide binding to fibrin D-Dimer-E complex. AID 720509. 370,000 tested, 0.21% active. inhibition, % at 8.3 µM. P02675. Fibrin DD(E) TRITC-Tn6 fluorescence polarization displacement;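 active = inhibition above a per-campaign cutoff: mean of compounds within control limits plus 3 SD, cut at about 15% in these data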;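 note: 0% = median of all compound wells on the plate and 100% = blocking peptide control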
SIAE inh = human SIAE inhibition, primary screen; 370,000 tested, 0.69% active; inhibition, % at 9.66 µM; SIAE FP-Rh probe binding, fluorescence polarization; Q9HAT2;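 active = inhibition above a cutoff: mean of compounds within the control limits plus 3 SD of those, cut at about 17% in these data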;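 note: 0% = plate median of compound wells and 100% = probe without SIAE protein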
MBD2 DNA inh = inhibitors of human MBD2 binding to methylated oligonucleotide; TR-FRET; inhibition, % at 4.4 µM; 370,000 tested, 0.31% active; AID 686964; in the data active = inhibition above about 13%
proKLK7 act = activates the human kallikrein-7 zymogen | 370,000 tested, 0.9% active | P49862 | activation, % at 7 µM | AID 652039 | purified proKLK7, EDANS-DABCYL substrate fluorescence; 100% is mature enzyme control, 0% vehicle;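 active = activation above the mean of all tested compounds plus 3 SD, computed per campaign excluding outliers beyond control limits, cut at about 13% in these data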
Target sequence (P49862 whole entry, looked up): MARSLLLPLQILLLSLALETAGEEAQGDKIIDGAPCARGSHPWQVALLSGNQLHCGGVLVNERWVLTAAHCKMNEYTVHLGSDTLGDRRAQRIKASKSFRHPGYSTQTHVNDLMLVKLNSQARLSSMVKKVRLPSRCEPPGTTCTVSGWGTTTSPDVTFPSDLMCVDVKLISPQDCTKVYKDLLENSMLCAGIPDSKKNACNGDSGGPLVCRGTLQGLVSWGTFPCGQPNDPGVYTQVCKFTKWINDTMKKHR
An asterisk follows results filed as active; . = no result given. Compounds as they come (roughly 4.6% active in at least one column).

Tn7 DDE FP	PRMT1 FP inh	LEDGF integ inh	TDP2 absorb	TCR CD3 inh	UHRF1 MBD2 ctr	Tn6 DDE FP	SIAE inh	MBD2 DNA inh	proKLK7 act	smiles
-7	-2	-1	-6	8	-2	-1	4	2	-0.1	CCn1c(N2CCN(C(=O)/C=C/c3ccccc3)CC2)nc2ccccc21
2	3	-1	5	3	5	-7	-6	-1	0.1	CCOC(=O)C1Nc2c(cc(C(F)(F)F)cc2[N+](=O)[O-])C2c3ccccc3CC12 (stereo unspecified)
-2	-1	1	-8	9	1	-5	-4	-4	0.5	CC(=O)NC1CC2CCCC(C1)N2C(=O)Nc1cccc(C(C)=O)c1 (stereo unspecified)
-3	-9	3	-1	3	-6	-7	19*	5	0.1	O=C(Nc1ccc([N+](=O)[O-])cc1)Nc1ccc(N2CCOCC2)c2nonc12
2	2	1	-2	2	8	-1	-3	1	-0.9	Cc1oc(=O)c(NC(=O)c2ccccc2)cc1C(C)O (stereo unspecified)
5	0	2	3	-3	4	1	2	-4	0.7	Cc1ccccc1CN1[C@@H]2c3ccccc3C[C@@H]2OCCS1(=O)=O
-3	0	1	7	-2	4	1	9	-5	-0.2	Cc1cc(-c2nnc(CCC(=O)NC(c3ccccc3)c3ccccc3)o2)no1
9	-1	0	13	-3	0	1	-1	3	-0.1	Cc1cc(NC(=O)NC(C)(C(F)(F)F)C(F)(F)F)no1
-7	0	0	3	-1	-10	-1	-2	-9	0.2	COc1cc([N+](=O)[O-])cc2sc(NC(C)=O)nc12
-1	-1	2	4	0	-2	-6	0	-1	0.4	CN1CCC(N(C)C(=O)c2cc(-c3ccccc3Cl)nc3ccccc23)CC1
-5	-3	1	-6	4	2	-8	-2	-1	0.2	CC(C)(Oc1ccc(Cl)cc1)C(=O)OCC(=O)N1CCN(c2ccccc2)CC1
-3	11	-5	-5	-3	8	-11	-1	3	0.2	COC(=O)c1ccc2c(=O)n(Cc3ccco3)c(SCC(=O)Nc3cc(C)on3)nc2c1
-6	4	2	-8	-1	0	3	1	1	0.0	CSc1ccc(NC(=O)CC(C)=O)cc1
-1	1	3	-13	-5	2	2	1	-2	0.4	CCCCOCCCN1CC(=O)N2[C@@H](Cc3c([nH]c4ccccc34)C2(C)C)C1=O
-3	3	1	8	6	0	-9	-25	-2	-0.1	O=C(Nc1ccc(Cl)cc1)c1cc(Br)ccc1OCC(=O)N1CCOCC1
-1	-4	-2	8	-1	-3	3	7	0	-0.2	CC(C)n1c(NCc2nc3ccccc3n2C)nc2ccccc21
-10	23*	3	1	4	-3	-2	2	0	0.2	Cc1c(NC(=O)CN2CCN(c3ccc(O)cc3)CC2)c(=O)n(-c2ccccc2)n1C
1	-3	-4	5	2	1	2	7	-3	0.3	O=C(CCc1c[nH]c2ccccc12)NCCc1ccc(O)cc1
2	0	-4	5	-4	0	1	-4	3	0.0	CS(=O)(=O)NCCSc1cc(C(F)(F)F)nc2ccccc12
5	0	2	5	-1	-1	4	12	-3	-0.2	O=C(NCCc1ccccc1)C1CCN(C2CCN(C(=O)CC3=CCCCC3)CC2)CC1
5	-2	0	3	5	-3	1	3	-9	3.5	COCCNC(=S)N(CCN(C)C)Cc1cc2cc3c(cc2[nH]c1=O)OCO3
-3	-3	1	-6	0	1	4	-4	2	0.2	Cc1ccc(-c2ccc(SCC(=O)Nc3ccc4c(c3)OCCO4)nn2)cc1
-40	4	4	-6	-7	-241	-6	2	-61	12	CC[n+]1ccc(/C=C/c2c[nH]c3ccccc23)cc1
2	-3	1	17	7	0	1	-7	1	-0.1	COc1ccccc1C(=O)Nc1ccc(S(=O)(=O)N2CCCCC2)cc1
-2	-4	-1	-8	3	-1	-1	-2	0	-0.1	COc1cccc(-c2nc(-c3ccccc3)no2)c1
2	8	-3	1	-2	3	-9	-4	0	0.3	C[C@@H]1COc2cc(N(C)CCO)ccc2S(=O)(=O)N1
-5	11	2	2	-3	-1	4	2	1	-0.1	Cc1ccc(NC(=O)C2CC(=O)N/C(=N/NC(=O)c3ccc(C)cc3)S2)cc1 (stereo unspecified)
-5	-2	6	-3	0	2	1	0	-2	0.2	O=C(CSc1ccc(-c2cccs2)nn1)Nc1ccccc1F
-10	-1	-2	2	0	11	8	-5	-1	1.0	CCc1nnc(NC(=O)CSc2nnc(-c3ccccc3OC)n2-c2ccc(C)cc2)s1
7	3	-1	18	3	-1	-3	-6	8	0.4	O=C(CCCN1C(=O)[C@H]2CC=CC[C@H]2C1=O)NCc1nc(-c2ccc(Cl)cc2)no1
4	-2	-2	2	7	-2	3	-2	-3	0.6	CC1(C)OC(=O)C2=C(C[C@@H](CCc3ccccc3)O[C@H]2CCc2cccc(Cl)c2)O1
-8	5	1	7	-1	0	-1	-3	-1	0.1	C(#CCN1CCOCC1)COC(c1ccccc1)c1ccccc1
4	2	-1	6	4	0	-1	-3	-1	-0.2	CCOc1ccc(CCNC(=O)CCc2nc(-c3ccc(C)cc3)no2)cc1OCC
2	-4	4	13	5	-5	-2	-3	-7	-0.2	O=C(N/N=C/c1cccc(O)c1)N/N=C/c1cccc(O)c1
0	1	-5	-11	2	-3	4	9	1	3.1	Cc1ccsc1C(=O)Nc1ccc(O)c(-c2nc3ccccc3s2)c1
4	-3	-4	-3	-1	0	4	4	-4	-0.7	CC(C)(C)NC(=O)NC(=O)CN1CCN(c2ncc(C(F)(F)F)cc2Cl)CC1
4	7	-5	-16	-9	2	2	3	-1	-4.8	O=C(CNC(=O)c1cccnc1)N/N=C/c1ccc(O)cc1O
1	-2	1	-7	0	1	-3	-2	-2	0.2	CCN1C(=O)[C@H]2[C@@H](c3ccc(C)cc3)N3C(=O)N(c4cccc(Br)c4)C(=O)[C@@]3(CC)[C@H]2C1=O
3	2	-1	-3	-1	1	4	0	-3	-0.4	C[C@@H]1CN([C@@H](C)CO)C(=O)c2c(c3ccccc3n2C)-c2ccccc2CO[C@H]1CN(C)C(=O)[C@H](Cc1ccccc1)N(C)C
5	-4	1	12	4	-1	1	-4	-8	0.5	N#C/C(=C/c1ccc(-c2ccccc2)o1)c1nc(-c2cccs2)cs1
8	1	1	2	-3	-3	4	5	0	0.6	CC[C@H](C)[C@@H](CN[C@H](CCCCNC)CNC)NCC1CCCC1
1	2	-3	-19	6	0	-6	-25	-3	-0.4	COc1cc(/C=N\NC(=O)c2cccc(Cl)c2)ccc1Oc1ccc([N+](=O)[O-])cn1
-4	-2	1	-2	9	-2	4	2	-3	-0.7	Cc1ccccc1C(=O)N1N=C(c2cccc(NS(C)(=O)=O)c2)CC1c1cccs1 (stereo unspecified)
0	0	0	7	1	-2	-5	-4	5	-0.6	O=C1C(=O)N(CC2COc3ccccc3O2)c2ccccc21 (stereo unspecified)
8	1	-3	3	3	-1	2	3	-4	0.2	CCOC(=O)CN(C(=O)CSc1nnc(COc2ccc(OC)cc2)n1CC)c1ccccc1
-4	-2	1	9	-2	-6	3	-3	-5	-1.0	CC(=O)NCCNc1nc2c(-c3cccc(C(F)(F)F)c3)nnn2c2ccccc12
-7	0	29*	76*	-2	-6	2	-4	-23	-1.1	NC1=C(Cl)C(=O)c2ccc(S(N)(=O)=O)cc2C1=O
-6	0	-3	6	7	-1	5	-5	-3	1.0	COc1ccc([N+](=O)[O-])cc1NC(=O)c1ccc(CN(c2ccccc2)S(C)(=O)=O)cc1
2	-2	-1	-2	6	2	-2	-5	5	-1.1	CNC(=O)c1c[nH]c2ccc(S(=O)(=O)Nc3ccccc3F)cc2c1=O
4	0	-1	-10	2	-2	-2	-6	-3	6.0	COc1ccc(/C=C/C(=O)OCC(=O)N(C)c2c(N)n(Cc3ccccc3)c(=O)[nH]c2=O)cc1OC
2	-2	4	-2	-2	3	-9	-1	0	-0.4	COc1ccc(C(=O)C2CN(c3ccccc3)CC2c2ccc(Cl)cc2)cc1 (stereo unspecified)
-15	-2	1	26*	-1	-2	-8	-2	-2	-0.3	CC(C)CC(=O)N1CCN(Cc2ccc(Cl)cc2)CC1
1	-1	-1	-20	5	-11	1	2	-13	-0.2	CS(=O)(=O)N1CCN(c2ccc([N+](=O)[O-])c(NCc3cccnc3)c2)CC1
-2	-3	2	2	5	-2	0	-1	-3	2.4	COCCN(C(=O)c1snc(C(N)=O)c1N)C(C(=O)NC1CCCCC1)c1ccc(F)cc1 (stereo unspecified)
4	2	0	1	-4	-2	4	4	0	0.3	CC1CN(S(=O)(=O)c2cccc(C(=O)OCC(=O)Nc3ccc4c(c3)OCO4)c2)CC(C)O1 (stereo unspecified)
1	-3	0	-1	0	1	2	-3	0	0.4	COc1ccc(-c2nn(-c3ccccc3)cc2C(=O)O)cc1
-6	2	4	6	-4	16	4	3	8	0.1	Cc1nc2cc(N3CCOCC3)c(NC(=O)C3CC3)cc2c(=O)n1Cc1ccccc1
6	3	2	1	-1	2	-6	0	0	0.7	CCN(CC)c1ccc(/C=N/NC(=O)c2nnn(-c3nonc3N)c2CN(C)C2CCCCC2)cc1
3	2	0	7	-4	-1	10	-3	3	0.0	Cc1ccc(S(=O)(=O)CC(=O)N2CCCCCC2)cc1
4	3	3	-5	.	4	-6	2	6	0.5	COC(=O)[C@]12C[C@H](CC(=O)N3CCN(C(=O)c4ccco4)CC3)C(=O)N(Cc3ccco3)C1=C[C@H](C(C)C)O[C@@H]2C1CC1

Next section.
Tn7 DDE FP	PRMT1 FP inh	LEDGF integ inh	TDP2 absorb	TCR CD3 inh	UHRF1 MBD2 ctr	Tn6 DDE FP	SIAE inh	MBD2 DNA inh	proKLK7 act	smiles
2	2	-2	-1	-4	-1	-9	2	-2	0.5	Cc1c(C(=O)Nc2nccs2)oc2ccc(F)cc12
3	5	-2	4	-6	13	0	10	9	0.0	O=C(NCCS(=O)(=O)N1CCN(c2ccccc2)CC1)C1CCCCC1
1	1	-3	0	4	-1	-9	-1	-2	-0.2	CCOC(=O)c1ccc2[nH]c(C)c(C)c2c1
-2	0	4	-10	-1	4	2	-8	2	-1.8	Cc1nc2ccc(NC(=O)c3nn(C(C)C)c(=O)c4ccccc34)cc2s1
2	5	-1	5	-1	2	2	-3	2	0.5	Cc1ccc(S(=O)(=O)N2CCCC(C(=O)NC3=NCCS3)C2)cc1 (stereo unspecified)

Structures above containing bromine, in the order listed:
Tn7 DDE FP	PRMT1 FP inh	LEDGF integ inh	TDP2 absorb	TCR CD3 inh	UHRF1 MBD2 ctr	Tn6 DDE FP	SIAE inh	MBD2 DNA inh	proKLK7 act	smiles
-3	3	1	8	6	0	-9	-25	-2	-0.1	O=C(Nc1ccc(Cl)cc1)c1cc(Br)ccc1OCC(=O)N1CCOCC1
1	-2	1	-7	0	1	-3	-2	-2	0.2	CCN1C(=O)[C@H]2[C@@H](c3ccc(C)cc3)N3C(=O)N(c4cccc(Br)c4)C(=O)[C@@]3(CC)[C@H]2C1=O
